# Screening data as filed in PubChem.
# Myeloid diff MLP: promotes myeloid progenitor differentiation | ER-HoxA9 myeloid progenitors, lysozyme-GFP differentiation, flow cytometry | calls only at 10 µM | actives 1% (n = 360,000) | AID 624256;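 active = normalized GFP-positive differentiation at or above the plate's own cutoff, the solvent-only control mean plus 3 SD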;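 also: cells exposed to compound for four days before flow analysis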
# WT yeast gro inh: growth inhibition of WT yeast, mitochondrial fusion screen; AID 1362; inhibition, % at 10 µM; actives 2.1% (n = 190,000); mitochondrial fusion phenotypic screen, WT strain; in the data active = inhibition above about 58%; tested in S. cerevisiae
# West Nile antiviral: West Nile virus antiviral activity, cell-based, CPE readout (AID 1621); actives 0.02% (n = 290,000); one-dose CPE inhibition, % at 10 µM; IC50 in µM for titrated hits; West Nile virus-infected cells, CPE inhibition; higher % means a stronger effect; in the data active = a potency from the dose series; also: strong numbers were not always called active
# T cell modulator: modulates CD8 T cell binding to vesicles; AID 2052; calls only at 7 µM; actives 0.068% (n = 330,000); 2C CD8+ T cell-vesicle binding, flow cytometry; stronger effect = lower value;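 active = response, share of CD8 T cells binding vesicles, and their 90th percentile fluorescence all below set limits, cut at about 80% in these data, passing the limit was not always enough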
#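 Incubation: binding step 1.5 h, 37 °C, antibody labelling 20 min, ice; system: murine 2C transgenic CD8+ T lymphocytes; technique: cytometric PE anti-B7-1 and Alexa647 anti-CD8 signals after 1% paraformaldehyde fixation; also added: QL9-charged Drosophila Ld/ICAM-1/B7-1 vesicles; control set: naked versus QL9-loaded vesicles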
# WT yeast gro inh mutant strain: second read-out of WT yeast gro inh, no call of its own (marks repeat the call); inhibition, %; mitochondrial fusion phenotypic screen, mutant strain inhibition
# T cell modulator vesicle-bound %: recorded beside T cell modulator, whose call it bears; double positive events, %; measured here: CD8+ vesicle-bound cell fraction;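 binding gate set so that unloaded-vesicle control wells show 10% double positive cells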
# Myeloid diff MLP GFP+ MAC1+ %: recorded beside Myeloid diff MLP, whose call it bears; GFP+ MAC1+ double positive, %; measured here: differentiation confirmed by MAC1 staining
# An asterisk follows results filed as active; i = inactive; · = not tested or not shown. The list is partial, so the mix of outcomes need not match the whole.
SMILES,Myeloid diff MLP,Myeloid diff MLP GFP+ MAC1+ %,WT yeast gro inh,West Nile antiviral,T cell modulator,T cell modulator vesicle-bound %,others
O=C(NC1CCCCC1)OC1CC2CC1[C@H]1CCCCN1C2=O (some centres not stated),i,0.7,·,·,·,·,
Cc1cccc(C)c1NC(=O)c1ccc(-c2cc(F)ccc2F)o1,i,0.7,·,·,·,·,
CC(C)n1c(=O)c2ccccc2n1Cc1cn(-c2ccc(Cl)cc2)nn1,i,0.5,·,·,·,·,
O=C1C(=C2CCc3ccccc32)Cc2ccccc21,i,1.1,·,·,·,·,
COc1ccc(NC(=O)C[C@@H]2C(=O)N(Cc3ccccc3)CC2(C)C)cc1,i,1.1,·,·,·,·,
COc1cccc(C(c2nnnn2C2CCCC2)N2CCN(C/C=C/c3ccccc3)CC2)c1OC (configuration not stated),i,0.3,·,·,·,·,
CC(C)Nc1nc(Nc2ccc(C(N)=O)cc2)c2sccc2n1,i,1.1,·,·,·,·,
COc1ccc(N2CCN(Cc3nc4c(c(=O)n(C)c(=O)n4C)n3Cc3ccccc3C)CC2)cc1,i,7.1,17,·,·,·,WT yeast gro inh mutant strain=5
O=C(NCc1ccc(C(F)(F)F)cc1)C1CC(c2ccc(C(F)(F)F)cc2)=NO1 (configuration not stated),i,0.3,·,1.1%,·,·,
CCOC(=O)c1ccc(NC(=O)c2c(N)n(C)c(=O)[nH]c2=O)cc1,i,1.1,·,0.1%,·,·,
O=C(O)C1=C[C@H](c2ccc3c(c2)OCO3)C[C@H](OCCCCO)O1,i,1.2,·,-0.8%,·,·,
COc1ccc(CN2C(=O)[C@@H]3Cc4c([nH]c5ccccc45)C(C)(C)N3C2=O)cc1,i,1.8,·,-0.5%,·,·,
C=CCOC(=O)C1=C[C@H](c2ccc(C(F)(F)F)cc2)C[C@H](OCCCCO)O1,i,1.8,·,0.8%,·,·,
CCc1ccc(N=C2NC(=O)/C(=C/c3ccc(OCC(=O)O)c(OC)c3)S2)cc1,i,0.8,·,1.4%,·,·,
O=[N+]([O-])c1cccc(CN2[C@@H](Cc3ccccc3)COCCS2(=O)=O)c1,i,1.0,·,-0.6%,·,·,
Cc1ccc(O)c(CNc2cccc(C)n2)c1,i,1.1,·,0.7%,·,·,
OCC[C@H]1C[C@@H](O)[C@H](O)[C@@]2(CCCCO2)O1,i,0.6,·,-0.3%,·,·,
O=C(NCc1cccnc1)[C@@H]1CC=C[C@@H]2CCN(Cc3ccc(Cl)c(Cl)c3)C(=O)[C@@H]21,i,2.4,·,-0.4%,·,·,
Oc1c(Cl)cc(Cl)cc1CNc1ccccn1,i,0.9,·,-0.6%,·,·,
O=C(Nc1ccc(Cl)cc1)Nn1cnnc1,i,0.6,·,0.2%,·,·,
COC(C[C@@H]1O[C@H]1C(=O)[C@@H](C)OCc1ccccc1)OC,i,0.3,·,0.0%,·,·,
C#Cc1ccc([C@@H]2C=C(C(=O)O)O[C@H](OCC)[C@H]2CCCO)cc1,i,2.8,·,0.9%,·,·,
O=c1c2ccccc2oc2cc(C#Cc3ccccn3)ccc12,i,0.9,·,0.5%,·,·,
C#CCCOC(=O)N1C2=NC(C(=O)OC)=C(C(=O)OC)[C@@H]3Nc4ccccc4[C@]23C[C@H]1C(=O)OC,i,1.0,·,-0.1%,·,·,
CC(C)(C)n1nc(Cc2cccc3ccccc23)c2c(N)ncnc21,i,1.6,·,1.1%,·,·,
O=c1[nH]c(/C=C\c2cccc(C(F)(F)F)c2)nc(O)c1[N+](=O)[O-],i,0.5,·,1.6%,·,·,
COC(C/C=C\C(=O)[C@H](C)OCc1ccccc1)OC,i,1.9,·,-0.3%,·,·,
COc1ccc2ccc(OCC(=O)N3c4ccccc4NC(=O)CC3C)cc2c1 (configuration not stated),i,0.6,·,·,i,29,
Cc1c(C(=O)N2CCN(c3ncccn3)CC2)oc2ccc(Cl)cc12,i,0.6,·,·,i,3,
O=C1OC[C@H]2CCCN2C(=O)[C@@H](CC(=O)N(CCO)Cc2ccccc2)C/C=C\CC[C@@H]1Cc1ccc(F)cc1,i,1.7,·,·,i,21,
CCN(CC(=O)Nc1ccc(NC(C)=O)cc1)C(=O)CSc1ncnc2sc(C)c(C)c12,i,0.9,·,·,i,31,
CN1CCN(S(=O)(=O)c2cccc(C(=O)N(C)Cc3c(F)cccc3Cl)c2)CC1,i,1.1,·,·,i,34,
Cc1ccoc1C(=O)NCCNC(=O)c1occc1C,i,0.3,·,·,i,8,
N#Cc1cccc(NC(=O)C2CCCN(C(=O)c3ccc(Cl)cc3)C2)c1 (configuration not stated),i,0.1,·,·,i,28,
CCn1c(SCC(=O)Nc2cccc(S(=O)(=O)N(C)c3ccccc3)c2)nnc1C1CC1,i,1.4,·,·,i,18,
CCCN(CC(=O)Nc1ccccc1C)C(=O)c1ccc(C(=O)c2ccccc2)cc1,i,1.4,·,·,i,31,
CN(c1ccccc1)S(=O)(=O)c1cccc(NC(=O)CCNC(=O)c2ccc(Cl)cc2)c1,i,0.8,·,·,i,38,
COc1ccc(CN2CCN(CC(=O)Nc3ccccc3C(=O)NC3CC3)CC2)cc1F,i,1.0,·,·,i,41,
Cc1cccnc1NC(=O)CNC(=O)C12CC3CC(CC(Cl)(C3)C1)C2,i,0.2,·,·,i,29,
COc1ccccc1N1CC(C(=O)Nc2ccc(C)c(S(=O)(=O)N3CCOCC3)c2)CC1=O (configuration not stated),i,0.8,·,·,i,22,
CCN(C(=O)CSc1n[nH]c(N)n1)c1cccc2ccccc12,i,0.8,·,·,i,38,
O=C(C[n+]1ccccc1)N/N=C/c1ccc(C(=O)O)cc1,i,0.7,·,·,i,68,
O=C(CCNC(=O)c1ccc(Br)cc1)NCc1ccccn1,i,0.2,·,·,i,37,
Cc1ccc(S(=O)(=O)NCc2ccc(C(=O)NC3CCC(O)CC3)cc2)cc1C (configuration not stated),i,0.6,·,·,i,41,
C[C@H](CO)N1C[C@H](C)[C@@H](CN(C)S(=O)(=O)c2ccccc2)Oc2ccc(NC(=O)Nc3ccc4c(c3)OCO4)cc2C1=O,i,1.3,·,·,i,5,
O=C1N[C@@H](Cc2ccccc2)C(=O)N2[C@H]1C[C@]1([C@]34C[C@H]5C(=O)N[C@@H](Cc6ccccc6)C(=O)N5[C@H]3N(S(=O)(=O)c3ccccc3)c3ccccc34)c3ccccc3N(S(=O)(=O)c3ccccc3)[C@H]21,i,1.2,·,·,i,26,
Cc1cnc(C(=O)NNC(=O)c2ccc(Br)cc2)cn1,i,0.6,·,·,i,29,
CCOc1ccc(S(=O)(=O)N2CCN(C(=O)CN3C(=O)NC(C)(C)C3=O)CC2)cc1,i,0.5,·,·,i,4,
CN(C(=O)C1CCCCN1S(=O)(=O)c1ccccc1)c1ccccc1 (configuration not stated),i,0.7,·,·,i,27,
CC(=O)c1c(C)[nH]c(C(=O)COC(=O)c2c(C)noc2C)c1C,i,0.5,·,·,i,24,
# (cont.)
SMILES,Myeloid diff MLP,Myeloid diff MLP GFP+ MAC1+ %,WT yeast gro inh,West Nile antiviral,T cell modulator,T cell modulator vesicle-bound %,others
NS(=O)(=O)c1ccc(CNC(=O)c2ccccc2SCC(=O)N2CCCC2)cc1,i,0.7,·,·,i,48,
CCOC(=O)C1CCCN(C(=O)C2CCN(C(=O)Nc3ccccc3)CC2)C1 (configuration not stated),i,0.7,·,·,i,51,
CC(C)(C)N(Cc1ccccc1)C(=O)COC(=O)CNC(=O)c1ccco1,i,0.9,·,·,i,42,
CCc1noc(C)c1C(=O)OCC(=O)NCc1ccccc1OC,i,0.6,·,·,i,31,
CCCCN(C(=O)c1cc(-c2ccco2)nc2ccccc12)c1c(N)n(CCC)c(=O)[nH]c1=O,i,0.1,·,·,i,12,
O=C(Cn1cnc2ccccc2c1=O)NCCCN1CCCC1=O,i,0.5,·,·,i,43,
CCN1CCN(C(=O)/C=C/c2ccc(F)cc2)CC1,i,0.6,·,·,i,28,
Cc1ccc(NC(=O)CNC(=O)c2ccc(C(C)(C)C)cc2)cc1S(=O)(=O)N1CCOCC1,i,1.5,·,·,i,57,
COc1ccc(C(CNC(=O)c2ccc(N3CCCC3=O)cc2)N2CCCC2)cc1 (configuration not stated),i,1.5,·,·,i,43,
Cc1cccc([C@@H]2[C@@H]3C(=O)N(Cc4ccccc4)C(=O)[C@@H]3[C@]3(CC(C)C)C(=O)N(c4cccc(F)c4)C(=O)N23)c1,i,2.1,·,·,i,52,
COc1cc(C(=O)OCC(=O)NC(=O)NC2CCCCC2)cc(Cl)c1OC,i,1.2,·,·,i,48,
O=C1CC2(CCCC2)C(=O)N1CN1CCN(S(=O)(=O)c2ccc(Cl)c(Cl)c2)CC1,i,0.5,·,·,i,23,
Nc1ccn(CC(=O)N2CCN(c3ccccn3)CC2)c(=O)n1,i,0.7,·,·,i,20,
Cc1ccc(NC(=O)COC(=O)[C@@H]2CC(O)CN2S(=O)(=O)c2ccc3c(c2)OCCO3)cc1 (some centres not stated),i,0.3,·,·,i,9,
O=C(CN1C(=O)NC2(CCCC2)C1=O)OCc1ccc(Cl)c(Cl)c1,i,0.5,·,·,i,15,
COc1ccc(-c2nn(-c3ccccc3)cc2CNC[C@H]2O[C@@H](n3cnc4c(N)ncnc43)[C@H](O)[C@@H]2O)cc1,i,0.7,·,·,i,23,
O=C(Cn1[nH]c(=O)c2ccccc2c1=O)OCC(=O)c1ccc(F)cc1,i,0.8,·,·,i,14,
CC(C)(C)OC(=O)C[C@@H]1C/C=C\C[C@H](CC(=O)N[C@H](CO)Cc2ccccc2)C(=O)N[C@H](Cc2ccccc2)COC1=O,i,1.6,·,·,i,16,
COc1ccc(CNc2nc(NCc3ccc(OC)cc3)c3ncn(C4CCCC4)c3n2)cc1,i,3.5,·,·,i,50,
O=C(O)C1CCCCN1C(=O)c1cc2c(s1)CCCCC2 (configuration not stated),i,0.1,·,·,i,6,
O=C(NCCCN1CCOCC1)c1cccc(S(=O)(=O)Nc2ccc(F)cc2)c1,i,1.5,·,·,i,51,
COc1ccc(S(=O)(=O)Nc2ccc3c(c2)C(=O)N([C@H](C)CO)C[C@H](C)[C@@H](CN(C)S(C)(=O)=O)O3)cc1,i,4.6,·,·,i,8,
